# Screens: PubChem BioAssay, National Center for Advancing Translational Sciences (NCATS)
# uPA generation: inhibitors of cell surface uPA generation | cell surface uPA generation assay, qHTS | 0.31% of 330,000 active | Potency, µM (top dose mostly 38.3 µM), inactives show at the top dose activity change, negative = inhibition, actives largely listed as inhibitors | AID 540303; active means well fitted inhibition curve with a large enough effect; inconclusive means small, poorly fitted or top-dose-only effect; inactive means no such curve, though single readings can be large or run the other way; tested in mouse RAW 264.7 cells; further: potency means the concentration at half of the fitted maximal effect; on the % scale 0 is the no-effect control and ±100 the full control effect; nearly all actives have a fitted effect of over 55% in size
# KCNH2 3.1 block: inhibitors of human KCNH2 3.1 potassium channel isoform; U2OS KCNH2 3.1, thallium flux FluxOr; stronger effect = lower value; activity change, % (tested at about 1.8 µM); 0.95% of 340,000 active; AID 720553;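 active means maximum activity change below -70%; inconclusive means maximum activity change from -70% to -50%; inactive means maximum activity change above -50%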;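 further: thallium influx rate constant from kinetic fluorescence after stimulation buffer; on the % scale 0 is the no-effect control and ±100 the full control effect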
#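 Thallium flux read-out: FluxOr dye with Red40 quencher in HBSS/HEPES, 45 min at RT. Rate constants from kinetic reads were normalized to positive and negative DMSO controls. Cells: U2OS virally expressing the 3.1 isoform.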
# Rab9 prom act: Rab9 promoter activation | Huh7 Rab9 promoter-luciferase reporter, luminescence, 24 h | Potency, µM (doses to about 9.22 µM), without a hit: at the highest dose activation, negative = inhibition, most hits filed as activators | 2.8% of 320,000 active; further: potency means the concentration at half of the fitted maximal effect; % of control where 0% means no effect; nearly all actives have a fitted effect of over 60% in size
#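 Huh7 cells stably carrying a Rab9 promoter-luciferase reporter, 1500 cells per well in OP-MEM I with 10% FBS, treated with compound 24 hours at 37C. Luciferase activity read by luminescence after 10 minutes with Amplite reagent.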
# Tb PFK block: inhibitors of T. brucei phosphofructokinase | O15648 | T. brucei PFK, ADP-Glo luminescence | Potency, µM (series often up to 57.5 µM), inactives show at the highest dose activity, negative = inhibition, hits mostly inhibitors | 0.17% of 330,000 active | AID 485367;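 further: potency means the concentration at half of the fitted maximal effect; 0% = uninhibited 1x PFK enzyme wells and -100% = no-enzyme wells; nearly all actives have a fitted effect of over 60% in size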
# Target sequence (O15648 whole entry, looked up): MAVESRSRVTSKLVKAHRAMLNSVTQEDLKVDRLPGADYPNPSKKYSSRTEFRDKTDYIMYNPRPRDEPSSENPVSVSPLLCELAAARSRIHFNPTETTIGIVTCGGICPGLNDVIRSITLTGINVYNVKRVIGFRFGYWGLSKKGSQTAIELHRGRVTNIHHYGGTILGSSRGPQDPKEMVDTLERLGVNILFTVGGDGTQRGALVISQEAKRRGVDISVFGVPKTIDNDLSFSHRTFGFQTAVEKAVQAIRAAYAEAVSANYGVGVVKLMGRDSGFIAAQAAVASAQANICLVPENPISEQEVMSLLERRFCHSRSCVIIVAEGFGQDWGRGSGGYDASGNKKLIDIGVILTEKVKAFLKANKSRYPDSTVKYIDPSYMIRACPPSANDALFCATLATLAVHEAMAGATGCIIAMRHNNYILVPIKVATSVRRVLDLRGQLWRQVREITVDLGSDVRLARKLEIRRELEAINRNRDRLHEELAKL
#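 In TEA buffer at pH 8.0 with 5 mM MgCl2, enzyme (1.25 nM) converted F6P (0.5 mM) and ATP (0.1 mM) for 45 min at room temperature. ADP product was read by luciferase luminescence.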
# FBPA coupling cs: inhibits coupling enzyme system, counter-screen for aldolase hits; coupling enzyme system counterscreen, AmpLite Red fluorescence; activity change, negative = inhibition, % at 58.2 µM, hits read low; 0.67% of 290,000 active; in the data active means activity change below about -30%; further: on the % scale 0 is the no-effect control and ±100 the full control effect
#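 Activity here indicates interference with the coupling reaction, not aldolase inhibition. Compounds at 57.5 uM final met coupling enzymes for 10 min at RT; substrate and AmpLite Red detection followed, with a 525/598 nm fluorescence read after 20 min.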
# Giardia killer: Giardia lamblia killing; Giardia lamblia trophozoite viability; activity change, % at 7.66 µM, hits read low; 0.15% of 340,000 active; AID 540267; in the data active means activity change below about -80%; inconclusive means between about -30% and that limit;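 further: parasites exposed to compound for two days anaerobically before the ATP read; on the % scale 0 is the no-effect control and ±100 the full control effect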
#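 ATP-content bioluminescence gauges trophozoite survival. Cells (100/well) receive compound and incubate anaerobically for 48 hrs at 37 deg C; detection reagent follows for 15-30 min at room temperature.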
# RORg inh: ROR gamma (mouse) transcription inhibition; P51450; 5.4% of 310,000 active; Drosophila S2 Gal4-RORgamma UAS-luciferase reporter, 20 h; Potency, µM (highest dose often 53.6 µM), for the others: at the highest dose activity change, negative = inhibition, hits mostly inhibitors; further: potency means the concentration at half of the fitted maximal effect; on the % scale 0 is the no-effect control and ±100 the full control effect; nearly all actives have a fitted effect of over 60% in size
#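 A Gal4/UAS one-hybrid system in insect cells: metallothionein-promoter Gal4–ROR gamma fusion plus Photinus luciferase reporter. Copper sulfate 700 uM final, 20 hr ambient incubation, luminescent detection after 10 min with reagent.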
# NPC1 promoter act: activates the NPC1 promoter; Huh7 NPC1 promoter luciferase reporter, 24 h; Potency, µM (doses to about 9.22 µM), without a hit: top-dose activation, actives largely listed as activators; AID 485313; 2.4% of 320,000 active;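 further: potency means the concentration at half of the fitted maximal effect; % of control where 0% means no effect; nearly all actives have a fitted effect of over 60% in size; reporter is driven by a mutant NPC1 promoter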
#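 Readout is luciferase luminescence, reflecting NPC1 promoter activation in stably transfected Huh7 cells after 24 h compound exposure at 37 °C in reduced-serum medium with 10% FBS.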
# FLuc counter: counter-screen for miR-21 project: firefly luciferase inhibitors or activators. 6.9% of 360,000 active. purified FLuc, Km substrates, luminescence inhibition. Potency, µM (series often up to 57.5 µM), for inactives: top-dose activity change, negative = inhibition, actives largely listed as inhibitors. P08659;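 further: potency means the concentration at half of the fitted maximal effect; plate controls were vehicle for no effect and reference inhibitor for full effect; nearly all actives have a fitted effect of over 55% in size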
# Target sequence (P08659 whole entry, looked up): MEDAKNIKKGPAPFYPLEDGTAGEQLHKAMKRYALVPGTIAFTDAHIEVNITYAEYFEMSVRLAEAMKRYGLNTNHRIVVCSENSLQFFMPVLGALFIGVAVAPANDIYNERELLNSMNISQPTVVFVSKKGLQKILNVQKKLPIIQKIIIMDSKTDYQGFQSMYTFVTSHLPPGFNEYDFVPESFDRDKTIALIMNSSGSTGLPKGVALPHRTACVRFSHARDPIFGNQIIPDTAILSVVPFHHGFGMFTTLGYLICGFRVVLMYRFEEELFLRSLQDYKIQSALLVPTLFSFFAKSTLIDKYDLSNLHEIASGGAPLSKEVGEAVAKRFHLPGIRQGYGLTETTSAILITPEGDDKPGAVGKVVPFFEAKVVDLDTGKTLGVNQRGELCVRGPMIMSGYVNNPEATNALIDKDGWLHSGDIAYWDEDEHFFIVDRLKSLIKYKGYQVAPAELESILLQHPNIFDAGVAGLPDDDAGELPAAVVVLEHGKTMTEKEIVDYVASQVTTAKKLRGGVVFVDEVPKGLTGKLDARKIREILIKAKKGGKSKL
#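 Purified P. pyralis luciferase, 10 nM final, with Km-level 10 uM D-luciferin and 10 uM ATP in 50 mM Tris acetate pH 7.5, 10 mM Mg acetate, 0.01% Tween-20, 0.05% BSA; 6-point qHTS titration about 60 µM downward; luminescence read.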
# Gal4-VP16 FLuc: counter-screen for ROR gamma inhibitors: Gal4-VP16 reporter | Drosophila S2 Gal4-VP16 UAS-luciferase, luminescence, 20 h | Potency, µM (doses to about 53.6 µM), for inactives: at the top dose activity, negative = inhibition, hits mostly inhibitors | 3.5% of 310,000 active;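 further: Gal4-VP16 expression switched on by copper sulfate through the metallothionein promoter; potency means the concentration at half of the fitted maximal effect; on the % scale 0 is the no-effect control and ±100 the full control effect; nearly all actives have a fitted effect of over 50% in size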
# ELG1 genotox: genotoxicity induction in ELG1-luciferase HEK293T cells | HEK293T ELG1-luciferase reporter, luminescence, 16 h | Potency, µM (highest dose often 46 µM), for the others: at the highest dose activity change, positive = activation, hits mostly activators | 1.3% of 330,000 active | AID 504466; further: potency means the concentration at half of the fitted maximal effect; % of control where 0% means no effect; nearly all actives have a fitted effect of over 60% in size
#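 Screening used a luciferase reporter fused to human ELG1 in HEK293T cells. Luminescence was read on a CCD plate imager after 16 hr exposure and 30 min ONE-Glo incubation.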
# * = called active by the depositor; ? = inconclusive; · = not tested or not shown; & = joins results of further samples; [ ] = another dose, or the depositor's remark. Unless noted, the call rests on the fitted dose curve; in most records, active means well fitted curve in the direction sought with a large enough effect; inconclusive means small, poorly fitted or top-dose-only effect, or another doubt; inactive means no such curve, though single readings can be large; an effect the other way counts as inactive or inconclusive.
SMILES,uPA generation,KCNH2 3.1 block,Rab9 prom act,Tb PFK block,FBPA coupling cs,Giardia killer,RORg inh,NPC1 promoter act,FLuc counter,Gal4-VP16 FLuc,ELG1 genotox
OC(COC(c1ccc(F)cc1)c1ccc(F)cc1)CN1CCCC(C(F)(F)F)C1 (centres undefined),10.5%,0.6,-5.7%,4.8%,0.9,4.4,10.1%,1.7%,2.0%,26.4%,-1.4%
CCn1c(-c2ccc3ncccc3c2)n[nH]c1=S,-1.3%,-7.8,2.0%,12.9%,-0.1,-6.4,11.2µM*,-4.1%,2.6%,?,0.2%
COc1ccc(OC)c(S(=O)(=O)N2CCC(C(=O)NC3CCCCC3)CC2)c1,-2.8%,4.5,-0.8%,-5.7%,-0.5,?,28.5%,-4.0%,1.8%,-0.9%,-10.0%
COc1ccc(-c2sc(Nc3ccccc3)n[n+]2-c2ccc(F)cc2)c(C)c1C,-0.2%,-17.1,-21.2%,0.2%,-0.7,-10.3,?,-8.6%,-0.7%,-0.3%,-8.9%
CCOc1ccccc1OCC(=O)Nc1cc(S(=O)(=O)N2CCCCC2)ccc1N1CCN(CC)CC1,-2.6%,-26.0,-0.1%,-0.7%,·,-5.4,·,-2.8%,5.6%,·,-5.5%
O=S(=O)(c1ccc(F)cc1)N1CCN=C1SCc1cccnc1,-3.0%,1.9,1.3%,-3.9%,-11.9,-11.4,4.1%,-2.0%,1.8%,-0.3%,-0.8%
Cc1ccccc1N(C(=O)c1csnn1)C(C(=O)NC(C)(C)C)c1ccncc1 (centres undefined),-3.0%,-12.6,2.8%,-0.9%,0.9,16.7,7.3%,-4.2%,0.3%,-5.5%,1.6%
CC(=O)c1csc(Nc2ccccc2Cl)n1,-1.2%,-14.8,2.82µM*,-10.2%,2.8,6.7,17.4%,3.16µM*,19µM*,26.9%,?
CN(C1CCCCC1)S(=O)(=O)c1ccc(S(=O)(=O)N2CCN(C(=O)c3ccccc3F)CC2)cc1,0.1%,0.5,-4.0%,5.5%,3.8,4.7,0.1%,0.9%,-1.1%,-1.5%,-5.7%
CCOC(=O)C1CCCN(C(=O)COC(=O)C2=COCCO2)C1 (centres undefined),6.3%,-5.7,4.2%,5.2%,4.5,-3.8,13.1%,-1.7%,5.0%,-1.4%,-1.2%
COc1ccc(C)cc1NC(=O)Nc1ccncc1,1.6%,9.3,-2.6%,-0.9%,·,-4.3,-10.1%,0.4%,-17.0%,-0.9%,1.6%
O=C(Nc1ccccc1)OCC1CCCN2CCCCC12 (centres undefined),-1.7%,4.5,-2.2%,-2.5%,-1.7,5.9,6.1%,0.7%,-7.9%,-2.7%,2.5%
CCOC(=O)c1[nH]c2ccc(F)cc2c1NC(=O)CN1CCc2cc(OC)c(OC)cc2C1,·,·,11.1%,-2.1%,0.2,·,-21.0%,1.3%,-0.7%,4.6%,-15.9%
CC(CNC(=O)CCCn1ncn2c(cc3occc32)c1=O)c1ccccc1 (centres undefined),-4.8%,16.7,0.1%,-1.2%,-2.5,28.9,7.4%,-1.8%,-0.1%,6.2%,1.9%
COc1ccc(CCN2CC(C(=O)OCC(=O)NC(C)c3cccc(Cl)c3)CC2=O)cc1OC (centres undefined),-2.1%,13.0,0.2%,-0.2%,·,1.0,·,-3.4%,-0.5%,·,-1.4%
COc1ccc(/C=C2\SC(=Nc3ccccc3OC)NC2=O)cc1,-25.5%,-1.0,3.7%,-1.7%,-0.6,11.0,?,-25.7%,5.36µM*,?,-1.2%
CC(=O)N1CCc2cc(S(=O)(=O)CCC(=O)NCCc3ccc(C)cc3)ccc21,2.3%,3.3,-0.8%,-5.9%,·,8.7,8.4%,-0.5%,2.7%,1.8%,-3.9%
Cc1ccc(N2CC(C(=O)Nc3nccs3)CC2=O)cc1 (centres undefined),·,11.3,1.9%,5.0%,-0.7,-1.8,-7.3%,0.7%,0.4%,0.2%,1.2%
CC(C)Cn1c(-c2nn(C)cc2Cl)n[nH]c1=S,0.2%,10.7,-5.3%,2.6%,·,1.7,11.2µM*,-1.0%,0.8%,?,-0.3%
COc1ccc(NS(=O)(=O)NC(=O)c2cn(C)c3ccccc23)cc1,?,2.0,-0.2%,0.4%,0.5,-12.8,6.6%,-6.9%,2.9%,12.2%,2.1%
COc1cccc(C2=NN(C(C)=O)C(c3cccs3)C2)c1 (centres undefined),-14.9%,8.0,11.1%[1.84 µM],1.3%,1.0,-11.1,2.6%,2.6%,?,4.5%,10.7%
Cc1ccc(S(=O)(=O)N2CCOCC2)cc1NC(=O)CSc1ccc(Cl)cc1,-2.1%,4.3,-4.2%,?,·,34.3[activator],·,4.5%,-9.3%,·,2.6%
O=C(CSc1ccccc1)NCCCN1CCOCC1,5.0%,6.4,8.2%,0.3%,-1.2,-7.3,4.0%,-3.5%,-1.2%,-6.0%,-0.9%
Cc1cccc(C(=O)OCC(=O)NCC2CCCO2)c1O (centres undefined),11.0%,19.4,-5.0%,2.0%,·,-10.5,·,-0.1%,-19.6%,·,1.5%
CCN(CC)S(=O)(=O)c1ccc(-c2cn3cc(Cl)ccc3n2)cc1,-7.7%,5.1,20.4%,2.1%,-6.2,14.9,12.5%,17.5%,?,?,5.7%
COc1cc(/C=N/NC(=O)c2cc(-c3ccccc3)nc3ccccc23)ccc1O,-11.8%,0.4,-3.4%,0.8%,1.8,-13.5,-17.4%,0.3%,10.7µM*,-9.1%,-5.6%
CCCCCCC1C(C#N)=C(N)OC2=C1C(=O)CC(C)(C)C2 (centres undefined),10.5%,8.1,-0.9%,-1.8%,-0.5,-13.7,?,-3.5%,-0.7%,5.1%,2.9%
COc1cc(C2Nc3ccc4ccccc4c3C3=C2C(=O)CC(C)(C)C3)ccc1OC(C)C(=O)O (centres undefined),4.4%,3.5,0.1%,4.5%,1.5,5.1,3.0%,1.7%,?,-6.9%,2.5%
COc1ccc(/C=C(\C#N)C(=O)N2COCC2(C)C)cc1,2.4%,-5.1,11.2%,-2.9%,0.5,-8.2,-1.0%,-3.4%,-19.6%,-5.0%,4.1%
Cc1ccc(CSCC(=O)N(C)CC(=O)Nc2ccc(Br)cc2C)cc1,6.8%,-26.0,-0.7%,-1.7%,·,-2.8,·,1.6%,2.3%,·,-2.6%
COc1ccc(Cl)cc1S(=O)(=O)NC(C)C(=O)NCCCn1ccnc1 (centres undefined),1.2%,8.2,-9.3%,1.5%,·,8.4,·,10.1%,0.8%,·,-0.2%
O=[N+]([O-])c1cccc(C(=S)N2CCN(c3ccc(F)cc3)CC2)c1,-8.0%,-19.8,-5.3%,0.4%,-2.4,10.4,17.1%,1.2%,-2.6%,3.3%,-3.2%
CCOc1ccc(/C(O)=C/C(=O)C(=O)Nc2ccc(S(=O)(=O)NC(C)=O)cc2)cc1,1.2%,-14.8,0.6%,-8.3%,0.2,47.9[activator],-10.3%,-5.9%,-13.9%,-0.9%,0.2%
Nc1c(NCc2ccccc2)c(=O)c1=O,-0.2%,-2.4,-0.5%,-1.1%,3.1,-3.8,5.1%,-0.7%,-0.5%,-0.4%,2.5%
COCCN(C(=S)Nc1c(C)cc(C)cc1C)C(C)c1cccs1 (centres undefined),-6.8%,1.9,-4.1%,-5.3%,0.5,3.0,10µM*,-2.5%,4.8%,2.0%,-14.3%
CCCc1ccc(C(=O)NNc2cc(Cl)ccc2Cl)cc1,-13.2%,-1.8,10.2%,0.4%,-0.8,-6.1,11.0%,-5.0%,?,4.9%,-4.3%
CN(C)S(=O)(=O)NCC1CCCN(Cc2ccc(-c3ccccc3)cc2)C1 (centres undefined),-1.7%,3.0,-0.2%,-0.4%,1.6,10.3,-32.3%,-5.2%,-0.8%,3.1%,-7.0%
Cc1ccc(CNS(=O)(=O)c2cc3c(cc2C)N(C)CCO3)cc1,-1.6%,3.8,0.0%,3.3%,1.0,-20.4,28.9%,0.1%,6.6%&-6.9%,4.2%,2.5%
O=C(COc1ccccc1)Nc1ncccn1,2.3%,13.5,8.0%,-0.1%,0.2,-9.5,38.1%,-4.5%,-21.4%,4.5%,?
COc1ccc(NS(=O)(=O)c2cc(Cl)ccc2Cl)cc1S(=O)(=O)N1CCCCC1,2.3%,-1.7,-10.3%,3.4%,7.7,-6.1,20.5%,-5.3%,-3.1%,1.4%,-5.9%
OCCC1CN(C2CCN(c3ccccc3F)CC2)CCN1Cc1ccccc1 (centres undefined),10.8%,-4.7,-2.8%,-1.8%,-3.5,?,7.3%,-1.2%,-0.8%,-5.5%,-1.4%
